# Autophagy mod = autophagy modulators in MEF cells, primary screen, imaging, high-content, MEF GFP-LC3; MEF GFP-LC3 puncta imaging; test concentration mostly 10 µM; AID 463193, 2010; 0.98% of 190,000 active; calls only at 10 µM (by protocol);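 active means percentage of spot-positive cells more than 3 SD above its plate mean, without a fluorescence outlier flag or 80% toxicity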;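 further: spot-positive cell cutoff set from DMSO-treated cells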
# Dynein cargo inh = inhibitors of GR-EGFP nuclear translocation, primary screen, dynein cargo transport inhibitor project, imaging, high-content, 3617.4 mouse cells; test concentration mostly 20 µM; stimulated with dexamethasone, 1 µM; active compounds read low; z-score, hits read low; 0.47% of 220,000 active; AID 1381, 2008;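 active means plate z-score of nuclear minus cytoplasmic receptor signal below a set negative limit, without overly bright fluorescence or cell loss, cut at about -3.5 in these data, passing the limit was not always enough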;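 further: z-score of nuclear minus cytoplasmic ring GR-EGFP intensity difference per well; some compounds called inactive have numbers as strong as hits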
#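 Buffer or medium: tet-free, stripped-serum medium; reagent: dexamethasone at 1.0 µM final, 30 min; incubation: 48 h induction, 1 h compound, 30 min dex at 37 °C; measured by: formaldehyde fixation, Hoechst nuclear stain, 10x automated fluorescence imaging; read-out: nuclear-to-cytoplasmic GR-EGFP distribution per well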
# WT yeast gro inh = growth inhibition of WT strain, primary screen, mitochondrial fusion inhibitor project, WT and mutant strains, chemical genetic. 2.1% of 190,000 active. inhibition, % at 10 µM. mitochondrial fusion phenotypic screen; in the data active means inhibition above about 58%; tested in S. cerevisiae
# b-catenin transl = modulators of beta-catenin nuclear translocation, primary screen, imaging, HeLa cells, immunofluorescence, high-content; nuclear translocation activity, % at 5 µM; 0.3% of 190,000 active; AID 1665, 2009;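 active means nuclear translocation activity above 50% at 5 µM, with a well cell count of 50 or more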;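 further: per-cell ratio of nuclear to cytoplasmic median beta-catenin stain intensity; plate controls were DMSO negative control for no effect and GSK-3 inhibitor IX positive control for full effect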
#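 assay system = human HeLa cells, endogenous beta-catenin | times = compound treatment 24 h, 37°C, 5% CO2 | detection = Anti-beta-catenin immunofluorescence on PFA-fixed, Triton-permeabilized cells, DAPI nuclei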
# Yfh1-off respiration = enhancers of respiration in Yfh1-depleted yeast, dose response, Friedreich's ataxia, plus single-dose screen (AID 1465); 0.074% of 220,000 active; fold induction at 50 µM, or EC50 in µM where a hit was titrated; S. cerevisiae Yfh1-off respiration, WST-1 reduction, 72 h; higher fold induction means a stronger effect;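 active means fold induction of absorbance versus untreated yeast above a set limit, then at least 30% activation at any dose in follow-up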;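 further: activators that raise dye reduction in frataxin-depleted yeast; strong numbers were not always called active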
# HIV peptide binding = inhibitors of HIV fusion peptide binding, primary screen, biochemical, uHTS, fluorescence dequenching (AID 1986); cell-free peptide binding, fluorescence dequenching, 30 min; higher % means a stronger effect; inhibition, % at 20 µM, or IC50 in µM where a hit was titrated; 0.3% of 290,000 active; in the data active means inhibition mostly above about 52%, no sharp cut-off; inactive means mostly below about 76%; further: some results filed as inactive read as strong as hits
# Ins promoter up = insulin promoter activators in MIN6 cells, imaging, high-content screening, mouse beta cells. 0.3% of 190,000 active. z-score at 5 µM. MIN6 insulin promoter-GFP reporter; active compounds read high;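 active means z-score above 3 at 5 µM with at least 500 cells counted in the well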
# AID2073 = inhibitors of Mint1-CaV2.2 protein interaction, biochemical, HTRF (AID 2073) | Voltage-dependent N-type calcium channel subunit alpha-1B (Homo sapiens) | HTRF protein-protein interaction, Mint1-CaV2.2; higher % means a stronger effect | inhibition, % at 20 µM, or IC50 in µM where a hit was titrated | 0.19% of 290,000 active; in the data active means inhibition mostly above about 51%, no sharp cut-off; further: some results filed as inactive read as strong as hits
# MT stabilizer = microtubule stabilizers in HeLa cells, primary screen, imaging, high-content imaging. HeLa tubulin immunostaining HCS, 24 h; share of cells brighter than vehicle mean+2SD. % tubulin-high responders, % at 10 µM. 0.83% of 200,000 active;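 active means plate Z-score above 3 for both tubulin-high and condensed-nucleus cell shares, with cell loss under 80%, at 10 µM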;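 further: anti alpha tubulin signal scored within the nucleus-defined area of each cell; some results filed as inactive read as strong as hits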
# WT yeast gro inh mutant strain = further read-out of WT yeast gro inh, marked with its call; inhibition, %; mitochondrial fusion phenotypic screen, mutant strain inhibition
# Dynein cargo inh cytoplasmic EGFP = also measured in Dynein cargo inh; calls as there; z-score; measured here: cytoplasmic GR-EGFP intensity; active compounds read high
# Dynein cargo inh nuclear GR-EGFP = further read-out of Dynein cargo inh, marked with its call; z-score; measured here: nuclear GR-EGFP intensity;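 lower value marks the stronger effect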
# Dynein cargo inh cell count = recorded beside Dynein cargo inh, whose call it bears; z-score; measured here: cell count per field
# Ins promoter up cell count = further read-out of Ins promoter up, marked with its call; cell count; measured here: cytotoxicity, nuclei count;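 total cells summed across four imaged fields per well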
# b-catenin transl cell count 5 µM = also measured in b-catenin transl; calls as there; cell count; measured here: cell count, cytotoxicity flag
# MT stabilizer Hoechst-high % = recorded beside MT stabilizer, whose call it bears; % Hoechst-high responders; measured here: nuclear condensation Hoechst responders;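 share of cells brighter than vehicle mean plus two SD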
# MT stabilizer cytotoxicity % = further read-out of MT stabilizer, marked with its call; toxicity, %; measured here: cytotoxicity by cell density;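 0% = mean cell density of plate MIN control wells and 100% = no cells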
# Autophagy mod cell loss 18 h = second read-out of Autophagy mod, no call of its own (marks repeat the call); toxicity, %; measured here: cell loss, nuclei count;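 cell loss after 18 h compound exposure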
# * = called active by the depositor; i = inactive; . = not tested or not shown; + = active, no number.
No. | Structure | Autophagy mod | Autophagy mod cell loss 18 h | Dynein cargo inh | Dynein cargo inh cytoplasmic EGFP | Dynein cargo inh nuclear GR-EGFP | Dynein cargo inh cell count | WT yeast gro inh | WT yeast gro inh mutant strain | b-catenin transl | b-catenin transl cell count 5 µM | Yfh1-off respiration | HIV peptide binding | Ins promoter up | Ins promoter up cell count | AID2073 | MT stabilizer | MT stabilizer Hoechst-high % | MT stabilizer cytotoxicity %
1 | CC(C)(C)c1ccc(C(=O)c2c[nH]c(C(=O)NCc3cccs3)c2)cc1 | i | -28 | -0.3 | -0.095 | -0.4 | 0.53 | 3 | 24 | -1.0 | 1033 | i | 1.6% | -0.5 | 1259 | 12% | 2.7 | 1.9 | 7.9
2 | CC(C)OC(=O)C(C)Nc1n[nH]c(=S)[nH]c1=O (stereo not drawn) | i | -12 | -0.13 | -0.37 | -0.57 | 0.84 | -5 | -13 | 2.2 | 1110 | i | -1.6% | 0.25 | 1470 | -21% | 2.6 | 1.7 | 8.4
3 | CCOc1ccc(NC(=O)Nc2nnc(CC)s2)cc1 | i | 1 | -0.049 | -0.25 | 0.12 | 1 | 4 | 7 | . | . | i | -2.1% | 1.3 | 803 | -1% | 3.0 | 1.6 | 4.5
4 | Cc1ccc(CC(NC(=O)c2ccccc2)C(=O)N2CCCC2C(=O)O)cc1 (stereo not drawn) | i | 0 | 2.1 | -0.22 | 0.91 | -0.97 | 9 | 23 | -0.1 | 1039 | i | 0.5% | 0.41 | 1269 | 1% | 5.2 | 2.1 | 14
5 | C=CCc1cc(Cl)ccc1OCCCNCCO | i | 11 | 0.15 | -0.095 | -0.00022 | -1.2 | 5 | 22 | -1.7 | 1040 | i | -0.6% | . | . | -17% | 2.5 | 2.3 | 8.1
6 | CCCOc1ccc(C(CC(=O)O)NC(=O)CC(c2ccccc2)c2ccccc2)cc1 (stereo not drawn) | i | -23 | -0.95 | -0.31 | -0.36 | 0.85 | 1 | 3 | -1.0 | 1025 | i | 5.0% | -0.01 | 1150 | -10% | 3.4 | 1.4 | 4.0
7 | C=CCNC(=S)Nc1cccc2ccccc12 | i | -23 | 1.7 | -0.21 | 0.55 | -1.5 | -3 | 12 | 0.2 | 999 | i | -1.2% | -0.1 | 1139 | -10% | 4.8 | 2.0 | 6.8
8 | CNC(=O)COC(=O)c1cc(NC(=O)c2ccco2)c(OC)c(OC)c1 | i | -8 | -0.13 | -0.26 | 0.3 | 0.94 | 28 | -8 | -3.1 | 1111 | i | 0.4% | 0.3 | 891 | 0% | 1.6 | 0.9 | 9.8
9 | CCn1cc(C(=O)N2CCc3ccccc3C2)c(=O)c2cc(S(=O)(=O)N3CCCCC3)ccc21 | + | 3.8* | 1.3 | -0.077 | 1.9 | -1.2 | 17 | -8 | -1.4 | 534 | i | -2.1% | 0.21 | 1243 | -4% | 3.1 | 2.4 | 3.8
10 | CCCn1c(NC(=S)Nc2ccccc2)nc2ccccc21 | i | -9 | 3.2 | -0.14 | 1.8 | -1.9 | 24 | 0 | 0.5 | 1095 | i | -1.3% | -1.2 | 846 | 24% | 3.7 | 1.9 | 3.0
11 | Clc1cccc(-c2nnc(-c3ccccc3)o2)c1 | i | 0 | 1.6 | -0.28 | 1.3 | 1.1 | 12 | 10 | . | . | i | 2.4% | -0.11 | 1292 | -1% | 4.7 | 1.7 | 0.5
12 | Cn1nccc1C(=O)NC(=S)Nc1sc2c(c1C#N)CCCCC2 | i | -6 | -0.81 | -0.37 | -0.49 | 0.75 | 5 | 20 | -4.0 | 1080 | i | -0.3% | -0.19 | 1374 | -4% | 3.3 | 2.2 | 10
13 | CC1(C)N=C(N)NC(Nc2ccccc2Cl)=N1 | i | 5 | -0.5 | -0.086 | -0.36 | 0.67 | 15 | -9 | -0.3 | 1044 | i | 1.1% | 0.01 | 1401 | 0% | 2.2 | 2.6 | 0.1
14 | NC(=O)CSc1n[nH]c(-c2ccco2)n1 | . | . | -0.054 | 0.51 | 0.66 | -1.5 | . | . | 0.0 | 1332 | i | -1.5% | 0.22 | 1083 | -4% | . | . | .
15 | COc1ccccc1/C=C/C(=O)OCC(=O)NCCC1=CCCCC1 | i | -16 | -0.11 | -0.3 | 0.13 | 0.26 | 16 | 6 | -2.8 | 1026 | i | -2.3% | 0.1 | 1549 | -1% | 2.1 | 1.4 | 6.3
16 | COc1ccc(C)cc1N(C(=O)CNC(=O)c1ccco1)C(C(=O)NC1CCCC1)c1cccnc1 (stereo not drawn) | i | -4 | -0.48 | -0.2 | 0.004 | 0.1 | 12 | 18 | -2.4 | 966 | i | -1.4% | . | . | -4% | 3.8 | 2.2 | 4.6
17 | COc1ccc(Cl)cc1N1C(=N)SCC1=O | i | 22 | 0.89 | -0.13 | 1.1 | -1.3 | 7 | -9 | -2.1 | 975 | i | 0.4% | 0.11 | 1513 | 4% | 2.5 | 1.2 | 12
18 | CN1CCN(c2ccc(S(=O)(=O)N3CCCCC3)cc2[N+](=O)[O-])CC1 | i | 12 | 0.19 | -0.15 | 0.17 | -0.41 | -4 | -1 | -0.7 | 1088 | i | 0.6% | -0.34 | 1189 | -5% | 3.6 | 2.0 | 3.8
19 | Cc1cccc(CCNC(=O)CN(C)S(=O)(=O)c2cnc[nH]2)c1 | i | 5 | -0.094 | -0.25 | -0.22 | -0.2 | 5 | -12 | 0.0 | 862 | i | 0.3% | . | . | -3% | 2.5 | 2.1 | 3.1
20 | O=C(CCc1nnc(Cc2c[nH]c3ccccc23)o1)NC1CCCC1 | i | -14 | -0.19 | -0.32 | -0.1 | 0.57 | -8 | -4 | -2.9 | 1032 | i | 0.4% | 0.17 | 1442 | 10% | 3.8 | 1.7 | 6.9
21 | COC(=O)c1ccc(C2Nc3ccc(/C(C)=N/NC(=O)C(OC)c4ccccc4)cc3C3C=CCC32)cc1 (stereo not drawn) | i | 13 | 0.48 | -0.22 | 0.81 | 0.7 | 2 | 0 | 0.9 | 1308 | i | 26% | -0.74 | 1542 | 50% | 4.6 | 2.0 | 4.4
22 | COc1cccc(CNCCc2c[nH]c3ccccc23)c1OCc1ccc(F)cc1 | i | 16 | -0.4 | 1.8 | 0.36 | -3.5 | 24 | 24 | -1.4 | 1180 | i | -2.4% | -3.9 | 773 | 1% | 1.5 | 0.7 | 4.0
23 | O=C(NNC(=O)c1ccccc1O)c1ccco1 | i | 16 | 0.052 | 0.12 | -0.02 | 0.2 | 7 | 0 | 0.7 | 1056 | i | 9.4% | . | . | 8% | 3.6 | 2.4 | 0.8
24 | Cc1nn(CC(=O)Nc2ccc3c(c2)nc(CN2CCCCC2)n3C)c(=O)c2ccccc12 | i | -5 | 1.5 | -0.25 | 1.6 | -0.25 | 12 | 5 | 0.3 | 1054 | i | -2.3% | -0.08 | 1340 | -3% | 3.0 | 1.4 | 7.9
25 | CCOc1ccccc1/C=N/NC(=O)c1cccc(S(=O)(=O)N2CCOCC2)c1 | i | 7 | -0.19 | -0.24 | -0.35 | 0.93 | -11 | 7 | -1.6 | 1029 | i | -1.3% | 0.77 | 1726 | 0% | 4.3 | 1.8 | 10
26 | COc1cccc(C(=O)Nc2cccc(C(=O)NCC(C)C)c2)c1 | i | 1 | 0.37 | -0.28 | -0.24 | -0.019 | 13 | -7 | . | . | i | 0.4% | -0.17 | 1156 | -2% | 2.5 | 2.6 | 0.9
27 | COc1ccc(CN2CCN(c3ccccn3)CC2)cc1OCc1ccccc1 | i | 10 | -0.57 | -0.12 | 0.45 | 0.56 | 13 | 30 | -4.0 | 1257 | i | -1.2% | -8.9 | 887 | 2% | 4.3 | 2.2 | 6.4

# In the list so far, these contain a halogen:
No. | Structure | Autophagy mod | Autophagy mod cell loss 18 h | Dynein cargo inh | Dynein cargo inh cytoplasmic EGFP | Dynein cargo inh nuclear GR-EGFP | Dynein cargo inh cell count | WT yeast gro inh | WT yeast gro inh mutant strain | b-catenin transl | b-catenin transl cell count 5 µM | Yfh1-off respiration | HIV peptide binding | Ins promoter up | Ins promoter up cell count | AID2073 | MT stabilizer | MT stabilizer Hoechst-high % | MT stabilizer cytotoxicity %
5 | C=CCc1cc(Cl)ccc1OCCCNCCO | i | 11 | 0.15 | -0.095 | -0.00022 | -1.2 | 5 | 22 | -1.7 | 1040 | i | -0.6% | . | . | -17% | 2.5 | 2.3 | 8.1
11 | Clc1cccc(-c2nnc(-c3ccccc3)o2)c1 | i | 0 | 1.6 | -0.28 | 1.3 | 1.1 | 12 | 10 | . | . | i | 2.4% | -0.11 | 1292 | -1% | 4.7 | 1.7 | 0.5
13 | CC1(C)N=C(N)NC(Nc2ccccc2Cl)=N1 | i | 5 | -0.5 | -0.086 | -0.36 | 0.67 | 15 | -9 | -0.3 | 1044 | i | 1.1% | 0.01 | 1401 | 0% | 2.2 | 2.6 | 0.1
17 | COc1ccc(Cl)cc1N1C(=N)SCC1=O | i | 22 | 0.89 | -0.13 | 1.1 | -1.3 | 7 | -9 | -2.1 | 975 | i | 0.4% | 0.11 | 1513 | 4% | 2.5 | 1.2 | 12
22 | COc1cccc(CNCCc2c[nH]c3ccccc23)c1OCc1ccc(F)cc1 | i | 16 | -0.4 | 1.8 | 0.36 | -3.5 | 24 | 24 | -1.4 | 1180 | i | -2.4% | -3.9 | 773 | 1% | 1.5 | 0.7 | 4.0
